# GSK3A inh: inhibitors of human GSK-3 alpha kinase; P49840; ADP-Glo luminescence, 60 min; inhibition, % at 10 µM; 320,000 tested, 0.1% active;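 in the data active = inhibition above about 50%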;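 note: GST-tagged GSK-3 alpha with peptide substrate and 25 µM ATP; 0% = DMSO neutral wells and 100% = GW8510 positive control wells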
# KCNQ1 act: potentiates or activates the human KCNQ1 potassium channel. P51787. CHO-K1 KCNQ1, thallium flux FluxOR fluorescence; hits give high values. B-score at 10 µM. 310,000 tested, 0.35% active. AID 2648;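 active = fluorescence ratio B-score, a plate-corrected score, at least three library SD, with initial intensity B-score within 5 SD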
#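 Assay system: CHO-K1 cells stably expressing KCNQ1; Medium: assay buffer with matched DMSO; Also added: K+/Tl+ depolarizing stimulus; Dosing: single dose; Timing: dye 90 min, compound 20 min, room temperature; Measured by: kinetic FluxOR thallium fluorescence, 10-s 1-Hz baseline, 110-s post-stimulus read; Read-out: peak-minus-minimum fluorescence over initial fluorescence, negative-control normalized, B-scored.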
# KCNQ1 block: inhibitors of human KCNQ1 potassium channel; CHO-K1 KCNQ1, FluxOR thallium flux fluorescence; hits give high values; 310,000 tested, 1.3% active; B-score at 10 µM;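 active = compounds whose thallium flux B-score, printed positive for inhibition, exceeds three library SD while starting fluorescence stays within three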;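 note: channel opened by potassium depolarization with thallium stimulus after 20 min compound exposure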
# HDAC3 inh: inhibitors of human histone deacetylase 3. O15379. recombinant HDAC3, fluorogenic peptide/trypsin coupled, fluorescence. 320,000 tested, 0.15% active. AID 2718. inhibition, % at 8.3 µM; in the data active = inhibition above about 26%, passing the limit was not always enough
# Target sequence (O15379 whole entry, looked up): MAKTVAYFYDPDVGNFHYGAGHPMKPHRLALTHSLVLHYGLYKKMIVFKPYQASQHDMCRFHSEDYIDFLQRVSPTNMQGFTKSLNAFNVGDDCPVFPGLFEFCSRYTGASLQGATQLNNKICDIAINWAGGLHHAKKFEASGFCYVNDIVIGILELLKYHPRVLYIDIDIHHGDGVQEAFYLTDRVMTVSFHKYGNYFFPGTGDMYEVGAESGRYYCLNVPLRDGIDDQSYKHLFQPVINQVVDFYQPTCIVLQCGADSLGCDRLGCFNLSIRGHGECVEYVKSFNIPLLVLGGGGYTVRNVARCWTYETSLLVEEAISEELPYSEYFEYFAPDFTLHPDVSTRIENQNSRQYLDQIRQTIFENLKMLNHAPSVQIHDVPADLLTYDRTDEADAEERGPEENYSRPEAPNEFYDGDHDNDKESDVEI
# KCNK3 block: human KCNK3 channel inhibition, primary screen | O14649 | CHO-KCNK3 thallium flux, FluxOR fluorescence; hits give low values | B-score at 10 µM | 340,000 tested, 0.84% active | AID 602410;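 active = B-score under library mean minus 4 SD, starting fluorescence ratio at most library mean plus 5 SD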;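 note: more negative B-score means stronger inhibition of thallium flux through KCNK3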
# hERG protect: hERG (human) protection from proarrhythmic block; Q12809; activation (rescue from dofetilide block), less the hit threshold, % at 10 µM; CHO-hERG, FluxOR thallium flux, dofetilide IC70 present; 310,000 tested, 0.51% active;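 active = activation above the mean of controls blocked by dofetilide plus 5 SD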;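 note: thallium influx through hERG after potassium depolarization seen as dye fluorescence rise; in these data hits start at about 4.7%; inactives centre near -7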
# DYRK1A inh: Dyrk1A (rat) kinase inhibition. AID 504441. 310,000 tested, 0.43% active. inhibition, % at 12.5 µM. Q63470. ADP-Glo luminescence, NFATc1 peptide; in the data active = inhibition above about 50%;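 note: plate controls were vehicle with enzyme for no effect and no enzyme for full effect; many of its hits are not listed in these tables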
# GSK3beta inhib: blocks human GSK3beta kinase activity. P49841. GST-GSK3beta kinase, ADP-Glo luminescence, 60 min; hits give low values. activity score (negative = inhibition), % at 10 µM. 300,000 tested, 0.038% active. AID 2097;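 active = more than half of replicate wells score below -50%, meaning over 50% inhibition versus plate controls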;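 note: 0% = median DMSO wells and -100% = median GW8510 positive control wells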
# Target sequence (P49841 whole entry, looked up): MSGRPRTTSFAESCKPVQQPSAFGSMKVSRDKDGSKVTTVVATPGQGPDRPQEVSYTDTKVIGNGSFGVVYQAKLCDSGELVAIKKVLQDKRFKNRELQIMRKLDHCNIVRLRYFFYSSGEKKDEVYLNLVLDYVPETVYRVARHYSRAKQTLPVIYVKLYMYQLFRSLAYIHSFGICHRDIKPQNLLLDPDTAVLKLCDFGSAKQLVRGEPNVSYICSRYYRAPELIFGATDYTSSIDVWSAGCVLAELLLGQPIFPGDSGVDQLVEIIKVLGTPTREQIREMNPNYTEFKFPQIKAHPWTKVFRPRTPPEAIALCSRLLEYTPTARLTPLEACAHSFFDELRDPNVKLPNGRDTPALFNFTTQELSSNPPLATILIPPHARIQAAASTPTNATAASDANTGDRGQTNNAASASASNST
#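 Test system – GST-tagged human GSK3beta kinase, cell-free · Incubation – 60 min enzyme reaction, room temperature · Signal – ADP-Glo luminescence · Also added – peptide substrate and ATP at 25 µM · Controls – DMSO neutral wells and GW8510 at 20 µM as positive · Buffer or medium – Tris/MgCl2 kinase buffer · Measure – Luminescence-derived activity versus plate DMSO and GW8510 wells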
# RGS4 act: potentiators or activators of RGS4. AID 463111. HEK293 M3R/inducible RGS4, carbachol calcium flux Fluo4; hits give low values. B-score at 10 µM. 310,000 tested, 0.92% active;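 active = B-score of the integrated calcium signal more than 4 SD below the library mean, with starting fluorescence not abnormally high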;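 note: negative B-score means reduced calcium response which marks RGS4 activation or potentiation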
#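 test system = HEK293 cells with stable M3R and inducible RGS4 | schedule = recording 10 s baseline at 1 Hz, 100 s post-agonist | technique = Fluo4-AM (2 µM) calcium-flux fluorescence, kinetic read | measure = Agonist-evoked peak-minus-minimum fluorescence over baseline, integrated ratio, B score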
# KCNK9 inh: inhibitors of human KCNK9 two-pore domain potassium channel. HEK293 KCNK9, FluxOR thallium flux fluorescence; hits give low values. 310,000 tested, 1.2% active. B-score at 10 µM. AID 488922;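 active = ratio B-score over 3 SD below the library mean, with starting fluorescence within 5 SD of its mean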;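 note: negative B-score means less thallium flux so channel inhibition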
# PolyA inh: yeast polyadenylation inhibition; S. cerevisiae SKY197-pL101 polyadenylation reporter, beta-gal luminescence; efflux-impaired pdr1/pdr3 knockout yeast; score 100 = 6 SD above DMSO; 300,000 tested, 0.02% active; AID 1875; calls only at 12 µM;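 active = lowest replicate activity score at least 50, where 100 means six control SD above control mean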;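 note: yeast exposed to compound for 9 h at 30 °C; higher score means more reporter readthrough which indicates perturbed polyadenylation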
# Numbers without * were called inactive; i = inactive; nt = no result given.
SMILES,GSK3A inh,KCNQ1 act,KCNQ1 block,HDAC3 inh,KCNK3 block,hERG protect,DYRK1A inh,GSK3beta inhib,RGS4 act,KCNK9 inh,PolyA inh
CC(C)(C)OC(=O)N1CCN(C(=O)Nc2ccc3c(c2)OCCO3)CC1,-2,i,i,2,i,-14,nt,-1,i,i,i
COc1ccccc1/C=C/c1onc(C)c1S(=O)(=O)N1CCC(C(=O)NC(C)C)CC1,-3,i,i,0,i,-11,2,1,i,i,i
CC1=C(C(N)=O)S(=O)(=O)c2ccccc21,0,i,i,-4,i,-3,17,5,i,i,i
O=C(CN1C(=O)C2C3C=CC(C3)C2C1=O)NC1CCCc2ccccc21 (stereo unspecified),-1,i,i,-6,i,-8,0,-4,i,i,i
COC(=O)[C@@H]1[C@@H](C#N)C2(c3ccccc3-c3ccccc32)N(c2ccc(Cl)cc2)N1C#N,-3,i,i,1,i,-14,2,2,i,i,i
N#Cc1ccccc1COc1cccc2c1CCCC2O (stereo unspecified),1,i,i,1,i,-7,3,2,i,i,i
Clc1cccc(CNCCCSc2ncccn2)c1Cl,-4,i,i,-5,i,-8,-4,2,i,i,i
Cc1ccccc1CC1(CO)CCCN(C(=O)c2ccccc2Cl)C1 (stereo unspecified),-1,i,i,1,i,-7,2,-1,i,i,i
O=C(NCc1ccc2c(c1)OCO2)c1nnc(Cc2ccc(Cl)cc2)o1,nt,i,i,7,i,-6,9,2,i,i,i
CCCCn1c(SCC(=O)N2c3ccccc3CCc3ccccc32)nc2c1c(=O)n(C)c(=O)n2C,-5,i,i,10,i,-5,11,-3,i,i,i
O=C(Nc1ccc(NS(=O)(=O)c2ccccc2)cc1)c1ccccc1,-3,i,i,-1,i,-3,6,-3,i,i,i
Cc1ccc(N(CC(=O)NC2CCCC2)C(=O)CCC(=O)Nc2nc(C)cs2)cc1,4,i,i,1,i,-5,-4,2,i,i,i
COCCOCCn1c(/C=C/c2ccccc2)nc2ccccc21,1,i,i,-19,-9.2*,-10,0,-1,i,i,i
CCC1CN(C(=O)Nc2ccc(C)cc2)c2cc(C)ccc2O1 (stereo unspecified),-2,i,i,5,i,-16,6,-2,i,i,i
CNC(=S)NC1CC2CCCC(C1)N2Cc1ccco1 (stereo unspecified),0,i,i,3,i,-7,-2,4,i,i,i
CCCN(CCC)CCCNC(=O)Cn1cnc2sc(C)c(S(=O)(=O)N3CCOCC3)c2c1=O,-2,i,i,1,i,-5,0,0,i,i,i
COC(=O)C1CCCN1C(=O)COc1ccc(Br)cc1Cl (stereo unspecified),6,i,i,4,i,4,-3,0,i,i,i
CCOC(=O)C1CCN(C(=O)COC(=O)c2cc([N+](=O)[O-])ccc2N2CCOCC2)CC1,-3,i,i,4,i,-12,-5,-2,i,i,i
CCOC(=O)/C=C/C(=O)OCC(=O)NC(c1ccccc1)c1ccccc1,-1,i,i,0,i,0,4,-9,i,i,i
CN(C)c1ccc(CNC(=O)CCNS(=O)(=O)c2cc(Br)cnc2N)cc1,-2,i,i,-1,i,-4,1,2,i,i,i
CC1(C)CC(=O)C2=C(C1)Nc1ccccc1NC2c1cc(Cl)ccc1O (stereo unspecified),-1,i,i,-7,i,-11,-4,-1,i,i,i
COc1ccc2nc(NC(=O)c3ccc(-n4nc(C)cc4C)cc3)sc2c1,1,i,i,-30,i,-4,11,3,i,i,i
CCC(C)OC(=O)C(C)Oc1ccc(-c2ccccc2)cc1 (stereo unspecified),-2,i,i,15,i,-6,-7,-2,i,i,i
CCC(CC)C(=O)c1c[nH]c(C(=O)O)c1,-1,i,i,9,i,-6,1,3,i,i,nt

# Sorted by number of heavy atoms (low to high): some entries from above
SMILES,GSK3A inh,KCNQ1 act,KCNQ1 block,HDAC3 inh,KCNK3 block,hERG protect,DYRK1A inh,GSK3beta inhib,RGS4 act,KCNK9 inh,PolyA inh
COC(=O)C1CCCN1C(=O)COc1ccc(Br)cc1Cl (stereo unspecified),6,i,i,4,i,4,-3,0,i,i,i
COCCOCCn1c(/C=C/c2ccccc2)nc2ccccc21,1,i,i,-19,-9.2*,-10,0,-1,i,i,i
CCOC(=O)C1CCN(C(=O)COC(=O)c2cc([N+](=O)[O-])ccc2N2CCOCC2)CC1,-3,i,i,4,i,-12,-5,-2,i,i,i

# Next part:
SMILES,GSK3A inh,KCNQ1 act,KCNQ1 block,HDAC3 inh,KCNK3 block,hERG protect,DYRK1A inh,GSK3beta inhib,RGS4 act,KCNK9 inh,PolyA inh
COCCCNC(=O)CSc1nc2sc(C(=O)OC)c(C)c2c(=O)n1N,2,i,i,-5,i,-2,4,-2,i,i,i
Cc1nnc(SCCn2c(N3CCCCC3)nc3c2c(=O)[nH]c(=O)n3C)s1,0,i,i,4,i,-8,1,-2,i,i,i
Cc1ccc(C)c(C(C)NC(=O)c2ccncc2)c1 (stereo unspecified),0,i,i,-6,i,-1,-5,1,i,i,i
Cc1ccccc1OC1CCN(C(=O)c2cc(COc3ccccc3)on2)CC1,1,i,i,5,i,-18,10,-2,i,i,i
CCOC(=O)C1(Cc2cccc(OC)c2)CCN(C/C=C/c2ccccc2)CC1,3,i,i,-1,i,-37,18,-4,i,i,i
N#Cc1cccc(Oc2ccc(-c3cnc4ccccc4n3)cc2)c1C#N,nt,i,i,nt,i,-12,-6,-2,i,i,i
Cc1cccc(-c2oc3ccccc3c2C#CCCCCO)c1,-4,i,i,0,i,-1,5,2,i,i,i
COCCCNC(=S)NNC(=O)c1cccnc1,-1,i,i,3,i,-6,1,3,i,i,i
CCOC(=O)Cn1c(=O)oc2cc(S(=O)(=O)NC(C)c3ccccc3)ccc21 (stereo unspecified),0,i,i,-2,i,-6,-5,2,i,i,i
O=C(NCCCNC(=O)c1cccs1)c1cccs1,0,i,i,1,i,-2,-4,0,i,i,i
CC(=O)c1ccc(N2CCN(C(=O)c3ccc(NC4=NC5CS(=O)(=O)CC5S4)cc3)CC2)cc1 (stereo unspecified),2,i,i,3,i,-9,2,-2,i,i,i
NC(=O)CC(NSc1ccccc1[N+](=O)[O-])C(=O)O (stereo unspecified),-3,i,i,2,i,-5,-1,1,i,i,i
Cc1ccc(Cn2c(CCCO)nc3ccccc32)cc1,-2,i,i,-7,i,-11,nt,-3,i,i,i
CN(C)c1ccc(C(=S)N2CCN(C(=S)Nc3ccc(Cl)cc3)CC2)cc1,-1,i,i,-3,i,-1,-2,0,i,i,i
Cc1cccc(N(C)S(=O)(=O)c2ccc3[nH]cc(C(=O)N4CCOCC4)c(=O)c3c2)c1,-3,i,i,-4,i,-7,2,2,i,i,i
CCCCN1C(=O)N(C)C2NC(=O)NC21 (stereo unspecified),-1,i,i,0,i,-6,-7,0,i,i,i
Cc1nn(CCCC(=O)Nc2cccnc2)c(C)c1[N+](=O)[O-],0,i,i,0,i,-10,-6,3,i,i,i
CCC(C(=O)NC(C)(C)C)N(Cc1ccco1)C(=O)Cn1nnc(-c2ccc(F)cc2)n1 (stereo unspecified),-2,i,i,8,i,-4,-1,4,i,i,i
O=C(NC1CCCC1)C(c1ccccc1)N(Cc1ccc2c(c1)OCO2)C(=O)Cc1cccs1 (stereo unspecified),-1,i,i,1,i,2,-3,0,i,i,i
CCC(C)(C)NC(=O)CN(C(=O)c1ccc(N2CCCC2)nc1)c1ccc(F)cc1,-3,i,i,0,i,-12,-9,-1,i,i,i
CC(=O)CSc1nnc(CSc2ncccn2)n1C1CCCCC1,0,i,i,2,i,0,-3,1,i,i,nt
CC(CCc1ccccc1)N1CCN(C)CC1 (stereo unspecified),-3,i,i,-11,i,-3,1,1,i,i,i
Cc1onc(-c2ccccc2Cl)c1C(=O)Nc1ccc(N2CCOCC2)cc1,-1,i,i,3,i,-10,10,1,i,i,i
Cc1cccc(C)c1NC(=O)N1CC=CCC1,0,i,i,-6,i,-5,9,1,i,i,i

# Whole records, looked up by structure. Values in the order: GSK3A inh | KCNQ1 act | KCNQ1 block | HDAC3 inh | KCNK3 block | hERG protect | DYRK1A inh | GSK3beta inhib | RGS4 act | KCNK9 inh | PolyA inh
# `CCCCN1C(=O)N(C)C2NC(=O)NC21` (stereo unspecified) is listed with -1 | i | i | 0 | i | -6 | -7 | 0 | i | i | i
# `CC(=O)CSc1nnc(CSc2ncccn2)n1C1CCCCC1` is listed with 0 | i | i | 2 | i | 0 | -3 | 1 | i | i | nt

# (cont.)
SMILES,GSK3A inh,KCNQ1 act,KCNQ1 block,HDAC3 inh,KCNK3 block,hERG protect,DYRK1A inh,GSK3beta inhib,RGS4 act,KCNK9 inh,PolyA inh
COc1ccc(-c2csc(C3=C(O)CN(Cc4ccc(S(N)(=O)=O)cc4)C3=N)n2)cc1OC,0,i,i,7,i,-7,13,5,i,i,i
NC(=O)c1ccc(NC(=O)C2COc3ccccc3O2)cc1 (stereo unspecified),-6,i,i,3,i,-5,-1,1,i,i,i
Cc1cccc(OCC(=O)Nc2nnc(S(=O)(=O)N3CCCCCC3)s2)c1,0,i,i,-1,i,-6,-2,4,i,i,i
CCOC(=O)C1CCN(C(=O)C2c3ccccc3C(=O)N(C)C2c2ccc(OC)cc2)CC1 (stereo unspecified),-3,i,i,-6,i,-7,4,-3,i,i,i
CC1=CC(C)(C)NC(=S)N1c1cccc2cc(S(=O)(=O)O)ccc12,7,i,i,5,i,-4,4,-1,i,i,i
O=C(NCC1CCCO1)c1nnc(Cc2ccc(F)cc2)o1 (stereo unspecified),-1,i,i,5,i,0,0,-1,i,i,i
O=S(=O)(NCc1cn2ccccc2n1)c1ccccc1F,-1,i,i,-3,i,-10,3,0,i,i,i
O=C(O)CC1(CC(=O)N2CCOCC2)CCCC1,1,i,i,3,i,-8,1,nt,i,i,i
CCOC(=O)N1CCN(C(=O)c2cn(CCOC)c(=O)c3c2c2ccccc2n3C)CC1,-5,i,i,-20,i,-11,-6,-3,i,i,i
COc1ccc(OCCC(=O)OCC(=O)Nc2cccc(S(=O)(=O)N3CCOCC3)c2)cc1,-2,i,i,-11,i,-12,2,-2,i,i,i
Cc1cc(=O)oc2c3c(cc(OCC(=O)NCC(=O)N[C@H](C(=O)O)C(C)C)c12)OC(C)(C)CC3,5,i,i,-129,i,-2,11,2,i,i,i
Cc1[nH]n(-c2ccccc2)c(=O)c1/C=C1/C=c2ccccc2=N1,nt,i,i,nt,i,-9,23,-2,i,i,i

# Screens as filed in PubChem.

# Some of the compounds tested (hit frequency here may not be typical).
